influenza NS1A – NS1A inhibition, H1N1 influenza, cell based functional assay (AID 504329); 0.3% of 340,000 active; NS1A functional cell-based assay, percent inhibition; higher % means a stronger effect; inhibition, % at 12.5 µM; hits with a dose series show IC50 in µM; in the data active means a potency from the dose series; inconclusive means inhibition above about 27% without an active follow-up result; further: strong numbers were not always called active
M. tuberculosis HTS – M. tuberculosis growth inhibition, HTS (AID 449762). M. tuberculosis H37Rv growth inhibition, 7H9 media; higher % means a stronger effect. inhibition, % at 25 µM, or IC50 in µM where a hit was titrated. 0.59% of 330,000 active; in the data active means a potency from the dose series; inconclusive means inhibition above about 70% without an active follow-up result;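 further: bacterial growth assessed after seven days of incubation; strong numbers were not always called active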
tuberculosis growth – growth inhibition of non-replicating M. tuberculosis (AID 488890); inhibition, % at 25 µM; hits with a dose series show IC50 in µM; Mycobacterium tuberculosis non-replicating, growth inhibition; higher % means a stronger effect; 0.39% of 320,000 active; in the data active means a potency from the dose series; inconclusive means inhibition mostly from about 82% at the one dose, without a potency; inactive means the rest, 99 in 100 with inhibition below about 76%;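 further: plate controls were DMSO cells for no effect and high antibiotic wells for full effect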
Salmonella PhoP GFP – Inhibition of PhoP regulon, Salmonella typhi GFP reporter cells, confirmation, 4 h (AID 1850) | 0.33% of 310,000 active | one-dose inhibition, % at 50 µM; IC50 in µM for titrated hits | Salmonella Typhi PhoP-promoter GFP reporter, fluorescence, 4 h; higher % means a stronger effect; in the data active means a potency from the dose series; inconclusive means inhibition mostly from about 25% at the one dose, without a potency; inactive means the rest, 99 in 100 with inhibition below about 19%;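 further: 0% = induced wells with vehicle and 100% = uninduced wells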
inhibitors of VEEV – inhibitors of VEEV TC-83 cytopathic effect, confirmation, Vero cells (AID 588727); 0.13% of 350,000 active; Vero cells, VEEV TC-83 cytopathic effect inhibition; higher % means a stronger effect; one-dose inhibition, % at 20 µM; IC50 in µM for titrated hits; in the data active means a potency from the dose series; inconclusive means inhibition mostly from about 14% at the one dose, without a potency; inactive means the rest, 99 in 100 with inhibition below about 12%; further: strong numbers were not always called active
inhibitors of VEEV 10K pilot screen – further read-out of inhibitors of VEEV, marked with its call; inhibition, %; measured here: 10K pilot screen inhibition
Starred values were filed as active, the others as inactive; i = inactive; ? = inconclusive; / = not tested or not shown; & = joins results of further samples.

SMILES	influenza NS1A	M. tuberculosis HTS	tuberculosis growth	Salmonella PhoP GFP	inhibitors of VEEV	others
COc1ccc2[nH]c(=O)c(CN(C(=O)c3cccnc3)c3ccccc3OC)cc2c1	-5%	3%	23%	3%	5.3%
O=C(Cc1c(F)cccc1Cl)NC1CCN(Cc2ccccc2)CC1	-10%	-11%	-9%	0%	i
CCOc1ccc(NC(=S)N(CCCN2CCOCC2)Cc2cn(C)c3ccccc23)cc1	14%	0%	1%	-5%	i
Cc1ccc(-c2nc3ccccc3s2)cc1NC(=S)NC(=O)c1cccc2ccccc12	-14%	?	-7%	-6%	?
Cc1cccc(C)c1Nc1nnc(SCC(=O)NCc2cccs2)s1	-4%	-3%	31%	-4%	0.3%
CCc1cc(=O)oc2cc(C)cc(OC(C)C(=O)O)c12 (stereo unspecified)	-2%	4%	-1%	9%	i
N#CCCn1cc(C(=O)Nc2ccc([N+](=O)[O-])cc2)c(-c2cc3ccccc3o2)n1	12%	-2%	0%	6%	1.6%
Cc1ccccc1-c1nnc(NC(=O)CSc2nc3ccccc3s2)s1	22%	-8%	12%	0%	2.0%
CC(C)C[C@H](NC(=O)N1CC(=O)Nc2ccccc21)C(=O)N[C@@H](C(=O)O)c1ccccc1	-5%	4%	-12%	1%	1.9%
CCOCC(=O)NC1CCc2cc(OC)c(OC)c(OC)c2-c2ccc(SC)c(=O)cc21 (stereo unspecified)	-8%	/	/	/	7.6%
O=C(c1ccc(CSc2nc3ccncc3[nH]2)cc1)N1CCN(c2cccc(Cl)c2)CC1	6%	60%	?	1%	8.5%	inhibitors of VEEV 10K pilot screen=6.3
COc1ccc(CC(=O)N2CCC(c3ccccc3)C2)cc1 (stereo unspecified)	11%	6%	-2%	5%	0.6%
Cc1ccc(NC(=O)C(=O)NCc2ccncc2)cc1	-5%	0%	0%	24%	i
C[C@H](NC(=O)Cc1cccc2ccccc12)C(=O)NCc1ccccc1	-6%	-2%	-5%	-2%	i
COC(=O)Cn1c(=NC(=O)C(C)(C)C)sc2c(C)cc(C)cc21	-2%	-1%	3%	3%	i
O=C(Nc1ccc(F)cc1)/C(Cl)=C/c1ccccc1	-22%	?	?	4%	0.9%
CCOC(=O)N1CCN(C(=O)c2cnn3ccccc23)CC1	-38%	-7%	/	-3%	1.0%
Cc1ccc(CSCC(=O)N/N=C/c2sccc2C)cc1	-11%	2%	44%	17%	4.5%
O=C(CNc1n[nH]c(=O)[nH]c1=O)N/N=C/c1cccnc1	-6%	-7%	-3%	-3%	1.6%
CCOC(=O)N1CCN(C(=O)c2cc3ccc(OC)cc3[nH]2)CC1	-15%	-2%	-1%	0%	0.3%
COc1ccc(Cc2nc(C)cc(Cl)n2)cc1[N+](=O)[O-]	-12%	4%	12%	-2%	0.1%
Cc1occc1C(=O)NC(C)C(C)(C)C (stereo unspecified)	-1%	6%	20%	3%	2.6%
CCN1CCC(O)(/C=C/c2ccc(C(C)C)cc2)C(C(=O)/C=C/c2ccc(C(C)C)cc2)C1 (stereo unspecified)	9%	/	/	/	i
O=C(COC(=O)c1ccccc1NCCO)NNC(=O)c1cccs1	0%	-7%	-9%	-1%	2.0%
CCN1CCN(Cc2ccc(NC(=O)c3ccc(C)c(NC(=O)N4CCNC4=O)c3)cc2C(F)(F)F)CC1	6%&6%	11%&46%	20%&45%	8%&1%	?
Cc1ccc(S(=O)(=O)CCSc2cccc(C(=O)O)c2)cc1	-4%	-1%	29%	0%	i
COc1cc(/C=N/NC(=O)c2ccc3c(c2)OCCO3)c(Br)c(Br)c1O	0%	4%	0%	12%	7.6%
CC(=O)Oc1ccc(N(C(C)=O)S(=O)(=O)c2ccc(C)cc2C)c2ccccc12	26%	3%	?	-2%	i
COc1cccc(C=Nc2cc(C)cc(C)c2)c1O	-2%	4%	9%	3%	i
C[C@]12CCC3C(CC[C@H]4[C@@H](O)[C@H](O)CC[C@]34C)C1CCC2=O (stereo partly specified)	-9%	/	/	/	2.7%
O=C1C2C3C=CC(C3)C2C(=O)N1c1ccc(-c2nc3ccccc3o2)cc1 (stereo unspecified)	-8%	-1%	-11%	-9%	3.5%
CC(C)Cn1c(N)c(C(=O)CSc2nc3ccccc3n2C)c(=O)n(C)c1=O	20%	3%	-15%	2%	2.4%
CSc1nccc(Oc2ccc(C#N)cc2)n1	-6%	0%	37%	-5%	2.2%
CN(C(=O)c1ccccc1C(=O)OCC(=O)Nc1cccc(Br)c1)c1ccccc1	9%	-6%	11%	/	0.8%
COc1cccc(C2=NOC(C(=O)Nc3ccc4c(c3)OCO4)C2)c1 (stereo unspecified)	9%	2%	52%	-1%	0.2%
CC(=O)NC1=NN(C(C)=O)C(c2ccc(C)cc2)S1 (stereo unspecified)	-2%	1%	-8%	-11%	0.4%
O=C1OCCC1Sc1nnnn1-c1ccccc1 (stereo unspecified)	4%	-11%	-9%	-9%	0.0%
Fc1ccc(NC(=S)Nc2ccccc2Cl)cc1	9%	2%	48%	-10%	0.3%
O=C1c2cccc3cc([N+](=O)[O-])cc(c23)C(=O)N1c1nncs1	3%	-1%	-10%	4%	i
O=C1C2C(c3ccccc3)C=CC(c3ccccc3)C2C(=O)N1CCO (stereo unspecified)	4%	9%	5%	9%	0.4%
CCc1nn(CC(=O)NCCCN2CCN(C)CC2)c(=O)c2cc3sccc3n12	-4%	2%	6%	0%	0.6%
Cc1ccc(C(=O)CN2C(=O)NC3(CCCCCC3)C2=O)c(C)c1	-8%	-11%	/	-1%	1.9%
Cc1cc(C)cc(NC(=O)c2ccc(NC(=O)C3C4CC5OC(=O)C3C5C4)cc2)c1 (stereo unspecified)	3%	4%	36%	2%	6.4%
CSc1ccc(C2=CC(=O)C[C@H](c3ccc4c(c3)OCO4)C2)cc1	2%	3%	-3%	/	2.5%
Cc1cc(F)cc(C)c1Cn1cnc2c(cnn2C(C)(C)C)c1=O	-3%	-2%	14%	/	1.7%
Cc1ccc2nc(SCCC(=O)O)cc(C)c2c1	6%	-1%	-2%	-12%	5.3%
Cc1cccc(C)c1NC(=O)C(=O)NCCc1c[nH]c2ccccc12	5%	-7%	21%	6%	5.0%
O=C(CSc1ccc(Cl)cc1Cl)N1CCC(c2nc3ccccc3s2)CC1	-3%	?	67%	3%	2.8%
Cc1cn(CC(=O)NCC(c2ccccc2)c2ccccc2)c(=O)[nH]c1=O	19%	/	/	/	0.1%
Cn1c(=O)cc(OCC(=O)N2CCC(N3CCCCC3)CC2)c2ccccc21	-1%	0%	-8%	4%	0.8%	inhibitors of VEEV 10K pilot screen=0.7
COc1ccccc1-c1cc2nc(C)c(CCC(=O)NCc3ccco3)c(C)n2n1	6%	-5%	/	-5%	9.5%
CCN(CC)S(=O)(=O)c1ccc(N2CC(C(=O)NCc3cccnc3)CC2=O)cc1 (stereo unspecified)	-2%	-1%	-5%	11%	2.2%
O=c1cc(-c2ccccc2)c2cc(Cl)c(O)c(CN3CCOCC3)c2o1	10%	7%	5%	-1%	0.1%
CCN(Cc1ccccc1)C(=O)CSc1n[nH]c(N)n1	6%	-3%	18%	7%	5.1%
O=C(CSc1nnnn1CCCO)Nc1ccc2c(c1)OCO2	-11%	-1%	5%	-3%	1.9%
Cc1ccc(S(=O)(=O)Nc2ccc(F)cc2)cc1C(=O)N1CCOCC1	-1%	-1%	/	/	1.1%
O=C(NCC(=O)N1CCN(S(=O)(=O)c2ccccc2F)CC1)c1ccc2c(c1)OCO2	-2%	-3%	-2%	12%	7.5%
NC(=O)c1ccsc1NC(=O)CCS(=O)(=O)c1ccccc1	3%	3%	13%	-3%	0.4%
CCOC(=O)C1CCCN(C(=O)C2CCN(S(=O)(=O)c3c(C)noc3/C=C/c3ccccc3F)CC2)C1 (stereo unspecified)	6%	2%	19%	-3%	3.5%
Cc1ccc(N(CCC#N)C(=O)COC(=O)c2cc(C)oc2C)cc1	-5%	-2%	11%	/	0.7%
More compounds follow.
SMILES	influenza NS1A	M. tuberculosis HTS	tuberculosis growth	Salmonella PhoP GFP	inhibitors of VEEV	others
Cc1ccc(-c2nc(CN(C)C)cc(CN(C)C)c2O)cc1	-13%	-7%	-6%	5%	0.3%
CC(=O)c1ccccc1C(=O)N(C)C1CCCN(Cc2ccccc2F)C1 (stereo unspecified)	-69%	2%	-13%	6%	i
COc1ccc(OC)c(NC(=O)NNC(=O)c2cc3occc3[nH]2)c1	9%	2%	-2%	5%	1.1%
C/C(=N/NC(=O)CCC(=O)Nc1ccc(Br)cc1)c1ccc(Br)cc1	-5%	-6%	/	2%	i
Cc1ccccc1NC(=S)NCc1cccn1C	-11%	-2%	13%	1%	1.2%
COCc1ccc(C(=O)N2CCCC(N(C)Cc3ccccc3)C2)s1 (stereo unspecified)	1%	-4%	-9%	-6%	2.1%
c1cnc2ccc(C(c3nnnn3C3CCCC3)N3CCN(c4nc5ccccc5s4)CC3)cc2c1 (stereo unspecified)	-19%	11%	49%	-10%&0%	3.0%
CNc1nccc(-c2ccc(F)cc2)c1C#N	8%	3%	12%	-8%	2.0%
CCNC(=O)Nc1ccc(S(=O)(=O)Nc2cnc(C)nc2C)cc1	9%	-5%	-10%	-11%	1.7%
O=C(Nc1cccc(Cl)c1)c1ccc2c(=O)n3c(nc2c1)CCCCC3	-1%	/	/	/	9.3%
NC(=O)c1nnn(-c2nonc2N)c1-c1ccc([N+](=O)[O-])cc1	3%	0%	-2%	1%	1.2%
CC(Nc1ccc2c(c1)OCCO2)C(=O)N1CCc2ccccc21 (stereo unspecified)	4%	-11%	9%	0%	5.5%
CCc1ccc(NC(=O)c2sc3nc4n(c(=O)c3c2C)CCC4)cc1	1%	2%	37%	9%	0.5%
CCCCNC(=O)COC(=O)c1ccc(C)c(NC(=O)c2ccco2)c1	5%	3%	-7%	5%	i
CN1CCN(C(=S)Nc2ccc(Cl)c(Cl)c2)CC1	-1%	0%	31%	16%	3.2%
CC1CCN(C(=O)COC(=O)c2cc(S(=O)(=O)N3CCOCC3)ccc2Cl)CC1	-5%	3%	12%	1%	i
COc1cccc(OCCNS(=O)(=O)c2cccc([N+](=O)[O-])c2)c1	-5%	-6%	-5%	-6%	0.7%
OC12CCCCC1C(c1ccc3c(c1)OCO3)N(Cc1cccc(F)c1)CC2 (stereo unspecified)	-6%	/	/	-6%	5.3%
CCc1ccc(OCCOCCN2CCN(C)CC2)cc1	-4%	-2%	-1%	-4%	i
COC(=O)C1=C(c2ccc(C(C)=O)cc2)C[C@@H]2CC[C@H]1N2C(=O)N1CCC(C)CC1	-9%	-2%	2%	/	i
COc1ccc(C=O)cc1O	-10%	3%	-13%	-2%	0.4%
CC(=O)c1c(C)[nH]c(C(=O)OCC(=O)N(Cc2ccccc2)C(C)(C)C)c1C	-3%	/	/	/	7.6%
COc1ccc(OC)c(S(=O)(=O)NCC(c2ccc(F)cc2)N2CCN(C)CC2)c1 (stereo unspecified)	-3%	-5%	1%	1%	0.5%
CC1=NN(c2ccc(C)cc2)C(=O)/C1=C\C=C\c1ccccc1	21µM*	?	?	-2%	?
CN(C)S(=O)(=O)c1cc(NC2CC(=O)N(c3ccc(F)cc3)C2=O)ccc1Cl (stereo unspecified)	7%	11%	10%	-3%	0.7%
COCCN1C(=O)C(=O)/C(=C(/O)c2ccc(S(=O)(=O)N3CCOCC3)cc2)C1c1cccc(Cl)c1 (stereo unspecified)	-4%	4%	-3%	-12%	3.1%

Six structures out of the list, arranged by formula weight, rising.
SMILES	influenza NS1A	M. tuberculosis HTS	tuberculosis growth	Salmonella PhoP GFP	inhibitors of VEEV	others
COc1ccc(C=O)cc1O	-10%	3%	-13%	-2%	0.4%
CC(=O)c1c(C)[nH]c(C(=O)OCC(=O)N(Cc2ccccc2)C(C)(C)C)c1C	-3%	/	/	/	7.6%
COC(=O)C1=C(c2ccc(C(C)=O)cc2)C[C@@H]2CC[C@H]1N2C(=O)N1CCC(C)CC1	-9%	-2%	2%	/	i
COc1ccc(OC)c(S(=O)(=O)NCC(c2ccc(F)cc2)N2CCN(C)CC2)c1 (stereo unspecified)	-3%	-5%	1%	1%	0.5%
CC1CCN(C(=O)COC(=O)c2cc(S(=O)(=O)N3CCOCC3)ccc2Cl)CC1	-5%	3%	12%	1%	i
COCCN1C(=O)C(=O)/C(=C(/O)c2ccc(S(=O)(=O)N3CCOCC3)cc2)C1c1cccc(Cl)c1 (stereo unspecified)	-4%	4%	-3%	-12%	3.1%

Screens: PubChem BioAssay, Southern Research Specialized Biocontainment Screening Center
